Screening results: PubChem BioAssay, several laboratories
HDAC3 inh: blocks human histone deacetylase 3. O15379. recombinant HDAC3, fluorogenic peptide/trypsin coupled, fluorescence. inhibition, % at 8.3 µM. hit rate 0.15% among 320,000. AID 2718; in the data active means inhibition above about 26%, passing the limit was not always enough; inconclusive means no clear call, values can overlap the other calls
KCNQ1 act: potentiators or activators of human KCNQ1 potassium channel; P51787; CHO-K1 KCNQ1, thallium flux FluxOR fluorescence; hits give high values; B-score at 10 µM; hit rate 0.35% among 310,000; AID 2648;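 active means fluorescence ratio B-score, a plate-corrected score, at least three library SD, with initial intensity B-score within 5 SD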
Target sequence (P51787 whole entry, looked up): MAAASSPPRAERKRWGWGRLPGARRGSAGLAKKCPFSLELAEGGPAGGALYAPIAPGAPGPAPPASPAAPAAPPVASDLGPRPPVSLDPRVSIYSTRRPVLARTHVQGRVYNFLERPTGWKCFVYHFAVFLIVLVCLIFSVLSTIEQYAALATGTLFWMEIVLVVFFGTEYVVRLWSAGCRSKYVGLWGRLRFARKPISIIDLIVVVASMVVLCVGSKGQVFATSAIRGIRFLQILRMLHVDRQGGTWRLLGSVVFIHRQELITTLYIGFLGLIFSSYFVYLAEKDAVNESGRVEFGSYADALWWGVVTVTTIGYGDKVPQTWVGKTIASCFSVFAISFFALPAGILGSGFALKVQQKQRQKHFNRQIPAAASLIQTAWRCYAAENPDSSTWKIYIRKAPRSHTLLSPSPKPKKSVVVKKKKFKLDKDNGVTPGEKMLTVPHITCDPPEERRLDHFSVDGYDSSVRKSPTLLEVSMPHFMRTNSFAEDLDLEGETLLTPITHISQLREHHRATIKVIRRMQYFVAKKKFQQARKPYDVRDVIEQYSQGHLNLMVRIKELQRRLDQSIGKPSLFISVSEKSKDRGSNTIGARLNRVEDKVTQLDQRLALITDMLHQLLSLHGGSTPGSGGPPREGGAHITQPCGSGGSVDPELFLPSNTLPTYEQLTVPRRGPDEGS
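Material: CHO-K1 cells stably expressing KCNQ1. Medium: assay buffer for compound exposure, DMSO matched across wells. Reagent: K+/Tl+ depolarizing stimulus. Compound dosing: single-concentration screen. Times: 37 °C overnight plating, 90-min dark dye load, 20-min compound pretreatment. Technique: FluxOR Tl+ flux fluorescence.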
KCNK3 block: human KCNK3 channel inhibition, primary screen; O14649; CHO-KCNK3 thallium flux, FluxOR fluorescence; hits give low values; B-score at 10 µM; hit rate 0.84% among 340,000; AID 602410;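 active means B-score under library mean minus 4 SD, starting fluorescence ratio at most library mean plus 5 SD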;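 further: more negative B-score means stronger inhibition of thallium flux through KCNK3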
Target sequence (O14649 whole entry, looked up): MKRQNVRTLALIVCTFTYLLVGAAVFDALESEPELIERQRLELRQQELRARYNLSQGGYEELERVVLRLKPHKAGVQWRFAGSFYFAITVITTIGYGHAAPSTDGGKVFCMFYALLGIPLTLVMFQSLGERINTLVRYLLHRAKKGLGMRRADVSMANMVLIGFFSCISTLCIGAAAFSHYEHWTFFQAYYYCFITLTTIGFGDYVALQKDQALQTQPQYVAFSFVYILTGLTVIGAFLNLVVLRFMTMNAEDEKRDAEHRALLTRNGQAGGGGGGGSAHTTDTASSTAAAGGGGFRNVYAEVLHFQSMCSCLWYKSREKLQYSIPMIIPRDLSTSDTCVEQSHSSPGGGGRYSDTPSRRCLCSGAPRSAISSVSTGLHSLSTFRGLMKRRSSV
GSK3A inh: inhibitors of human GSK-3 alpha kinase | ADP-Glo luminescence, 60 min | hit rate 0.1% among 320,000 | inhibition, % at 10 µM | P49840;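 in the data active means inhibition above about 50%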;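 further: GST-tagged GSK-3 alpha with peptide substrate and 25 µM ATP; 0% = DMSO neutral wells and 100% = GW8510 positive control wells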
GSK3beta inhib: human GSK3beta kinase inhibition. P49841. GST-GSK3beta kinase, ADP-Glo luminescence, 60 min; hits give low values. activity score (negative = inhibition), % at 10 µM. hit rate 0.038% among 300,000;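 active means more than half of replicate wells score below -50%, meaning over 50% inhibition versus plate controls; inconclusive means some replicates but at most half score below -50%; inactive means no replicate scores below -50%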;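 further: 0% = median DMSO wells and -100% = median GW8510 positive control wells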
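test system = GST-tagged human GSK3beta kinase, cell-free | reagent = 25 µM ATP with peptide substrate | dosing = one dose of 10 µM per compound | schedule = 60 min reaction, RT | detection = luminescent ADP-Glo measurement of ADP formed | control set = DMSO neutral wells and GW8510 at 20 µM as positive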
DYRK1A inh: blocks rat Dyrk1A kinase activity | Q63470 | ADP-Glo luminescence, NFATc1 peptide | AID 504441 | inhibition, % at 12.5 µM | hit rate 0.43% among 310,000; in the data active means inhibition above about 50%;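 further: plate controls were vehicle with enzyme for no effect and no enzyme for full effect; many of its hits are not listed in these tables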
KCNK9 block: blocks the human KCNK9 two-pore domain potassium channel; Q9NPC2; HEK293 KCNK9, FluxOR thallium flux fluorescence; hits give low values; B-score at 10 µM; hit rate 1.2% among 310,000; AID 488922;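 active means ratio B-score over 3 SD below the library mean, with starting fluorescence within 5 SD of its mean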;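 further: negative B-score means less thallium flux so channel inhibition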
KCNQ1 inh: inhibitors of human KCNQ1 potassium channel | P51787 | AID 2642 | B-score at 10 µM | CHO-K1 KCNQ1, FluxOR thallium flux fluorescence; hits give high values | hit rate 1.3% among 310,000;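 active means compounds whose thallium flux B-score, printed positive for inhibition, exceeds three library SD while starting fluorescence stays within three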;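 further: channel opened by potassium depolarization with thallium stimulus after 20 min compound exposure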
PolyA inh: yeast polyadenylation inhibition; S. cerevisiae SKY197-pL101 polyadenylation reporter, beta-gal luminescence; efflux-impaired pdr1/pdr3 knockout yeast; score 100 = 6 SD above DMSO; calls only at 12 µM; hit rate 0.02% among 300,000; AID 1875;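 active means lowest replicate activity score at least 50, where 100 means six control SD above control mean; inconclusive means lowest score under 50 but half or more replicates reach 50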;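 further: yeast exposed to compound for 9 h at 30 °C; higher score means more reporter readthrough which indicates perturbed polyadenylation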
hERG rescue: hERG (human) protection from proarrhythmic block. CHO-hERG, FluxOR thallium flux, dofetilide IC70 present. activation (rescue from dofetilide block), less the hit threshold, % at 10 µM. hit rate 0.51% among 310,000. Q12809;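 active means activation above the mean of controls blocked by dofetilide plus 5 SD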;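 further: thallium influx through hERG after potassium depolarization seen as dye fluorescence rise; in these data hits start at about 4.7%; inactives centre near -7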
RGS4 pot: potentiators or activators of RGS4; AID 463111; B-score at 10 µM; HEK293 M3R/inducible RGS4, carbachol calcium flux Fluo4; hits give low values; hit rate 0.92% among 310,000;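 active means B-score of the integrated calcium signal more than 4 SD below the library mean, with starting fluorescence not abnormally high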;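 further: negative B-score means reduced calcium response which marks RGS4 activation or potentiation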
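Reagent: ECmax carbachol challenge; Test system: M3R-expressing HEK293 line, RGS4 induced by doxycycline; Schedule: overnight RGS4 induction, 30 min dye load 37 °C, 20 min compound RT; Detection: calcium dye Fluo4 fluorescence; Read-out: Agonist-evoked peak-minus-minimum fluorescence over baseline, integrated ratio, B score.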
* marks the source's active call; other numbers are inactive results; i = inactive; u = inconclusive; x = no result given.

| structure | HDAC3 inh | KCNQ1 act | KCNK3 block | GSK3A inh | GSK3beta inhib | DYRK1A inh | KCNK9 block | KCNQ1 inh | PolyA inh | hERG rescue | RGS4 pot |
| --- | --- | --- | --- | --- | --- | --- | --- | --- | --- | --- | --- |
| Cc1cc(C)cc(NC(=O)COc2ccc3c(C)c(Cc4ccccc4)c(=O)oc3c2)c1 | -3 | i | x | 1 | 2 | x | i | i | i | -7 | i |
| CCOCC(=O)Nc1cc(C(=O)NCCc2ccccc2)ccc1Cl | 2 | i | i | -1 | 1 | -1 | i | i | i | -7 | i |
| COc1ccc(O)c(/C=N/NC(=O)CCC(=O)Nc2ccc(C)cc2)c1 | 7 | i | i | -3 | -1 | 1 | i | i | i | -4 | i |
| O=C1c2cccnc2C(O)N1Cc1ccc(F)cc1 (centres undefined) | 4 | i | i | -2 | 2 | 5 | i | i | i | -8 | i |
| CCN(CCNC(=O)C1CCCN(S(=O)(=O)CC)C1)c1ccccc1 (centres undefined) | -10 | i | i | 0 | -5 | -5 | i | i | i | -5 | i |
| Cn1cccc1-c1cc(C(=O)N/N=C/C=C/c2ccccc2)[nH]n1 | 19 | i | i | -2 | 0 | -1 | i | i | i | -7 | i |
| O=C(Cc1c(F)cccc1Cl)Nc1ccccc1-c1ccccc1 | -7 | i | i | 2 | 0 | -3 | i | i | i | -4 | i |
| O=C(CN(Cc1ccccc1)C(=O)CSc1nnc(COc2ccccc2)o1)NC1CCCC1 | 1 | i | i | -1 | 0 | x | i | i | i | -2 | i |
| COc1cccc2cc(-c3csc(CCn4nc(C)cc4C)n3)c(=O)oc12 | 13 | i | i | 0 | 1 | 4 | i | i | i | -19 | i |
| CCOC(=O)c1c(NC(C)=O)sc2c(OCC(O)CN(CC)CC)c(Br)ccc12 (centres undefined) | -4 | i | i | 4 | -1 | -1 | i | i | i | -7 | -7.6* |
| CNc1nc(Nc2ccc(Br)cc2)nc(N)c1[N+](=O)[O-] | 0 | i | i | 2 | 1 | 1 | i | i | i | -7 | i |
| CN(CCO)c1ccc(C(C(=O)c2ccccc2)c2ccc(N(C)CCO)cc2)cc1 | 4 | i | i | 1 | 0 | 4 | i | i | i | -11 | i |
| COc1cc(OC)cc(-c2nnc(NC(=O)c3ccc4c(c3)OCCO4)o2)c1 | -8 | i | i | -1 | -1 | -5 | i | i | i | -11 | i |
| CCCCN(C(=O)CCC(=O)O)C1CC(=O)N(c2ccc(OCCC)cc2)C1=O (centres undefined) | 4 | i | i | -18 | 1 | -8 | i | i | i | -6 | i |
| CCO[C@@H]1OC(C(=O)O)=C[C@H](C2CC2)[C@H]1CCCO | -4 | i | i | -3 | 1 | 39 | i | i | i | -6 | i |
| CCOC(=O)c1c(NC(=O)c2cc(C(C)C)on2)sc(C(C)=O)c1C | -2 | i | i | x | 3 | -7 | i | i | i | -11 | i |
| CC(C)CC(=O)Nc1ncc([N+](=O)[O-])s1 | u | i | i | 80* | -1 | 14 | i | i | i | -6 | i |
| CCCCCCCCCCCCC(NC(C)=O)(C(=O)OCC)C(=O)OCC | 6 | i | i | -3 | 3 | 0 | i | i | i | -4 | i |
| O=S(=O)(Cc1ccc(Cl)cc1)CC(O)COCc1ccccc1 (centres undefined) | 0 | i | i | -3 | 6 | 1 | i | i | i | -7 | i |
| NC(=O)C1CCCN1 (centres undefined) | -6 | i | i | -2 | 3 | -1 | i | i | i | -8 | i |
| O=C1NC(c2cccs2)Nc2sc3c(c21)CCCC3 (centres undefined) | 7 | i | i | 5 | -2 | 14 | i | i | i | -2 | i |
| O=C(NC1CC1)C1CCN(C2CCN(C(=O)CC3=CCCCC3)CC2)CC1 | 1 | i | i | -1 | 3 | -4 | i | i | i | -6 | i |
| Cc1ccc(S(=O)(=O)Nc2cc(=O)[nH]c(SCC(=O)Nc3ccccc3C(F)(F)F)n2)cc1 | 12 | i | i | -3 | 0 | 6 | i | i | i | -6 | i |
| CC(=O)c1cccc(NC(=O)C2CCCN(S(=O)(=O)c3cccc4nonc34)C2)c1 (centres undefined) | 0 | i | i | -2 | 4 | -1 | i | i | i | -11 | i |
| COc1cccc2c3c(c(C)nc12)CCN3c1ccccc1 | 7 | i | i | 0 | 0 | 0 | i | i | i | -16 | i |
| COc1ccc(NS(=O)(=O)c2c(C)[nH]c(=O)[nH]c2=O)cc1OC | 4 | i | i | -1 | 0 | -3 | i | i | i | -8 | i |
| COc1ccc(C(=O)NCC(=O)OCC(=O)N(C)c2ccccc2)cc1 | 1 | i | i | 5 | 2 | 3 | i | i | i | -7 | i |
| COc1cc(C(=O)OC(C)CN2CCN(C)CC2)cc(OC)c1OC (centres undefined) | 0 | i | i | 2 | 4 | x | i | i | i | -7 | i |
| COCCNC(=O)C1(C)Oc2ccccc2NC1=O (centres undefined) | -1 | i | i | 1 | 1 | 0 | i | i | i | -6 | i |
| Cc1ccc(N2C(=O)c3ccc(C(=O)N4CCN(c5cccc(C)c5C)CC4)cc3C2=O)cc1 | 0 | i | i | 3 | 0 | -8 | i | i | i | -12 | i |
| CC(C)(C)c1ccc(C(=O)NCC(=O)N/N=C/c2cccnc2)cc1 | 0 | i | i | -4 | -4 | 2 | i | i | i | -8 | i |
| CC(C)CNC(=O)C1CCCN1S(=O)(=O)c1ccc(Cl)cc1 (centres undefined) | 6 | i | i | -5 | 1 | -6 | i | i | i | -6 | i |
| COc1ccc2nc(SCC(=O)NCCc3ccccc3)[nH]c2c1 | 5 | i | i | -3 | -3 | x | i | i | i | -15 | i |
| CC(C)CCNC(=S)Nc1ccc(F)cc1 | 8 | i | i | 0 | 1 | -4 | i | i | i | -5 | i |
| NC(=O)NC(=O)CN1C(=O)NC2(CCOc3ccccc32)C1=O (centres undefined) | 0 | i | i | 3 | 2 | -5 | i | i | i | -4 | i |
| CCOC(=O)c1cc(-c2ccc(Cl)s2)[nH]n1 | 8 | i | i | 0 | -2 | 5 | i | i | i | -2 | i |
| COc1ccccc1S(=O)(=O)CC(O)COc1ccc(C#N)cc1 (centres undefined) | 2 | i | i | 2 | -1 | -7 | i | i | i | -8 | i |
| COc1ccc(/C=C/C(=O)NCCOc2ccccc2OC)cc1 | x | i | i | 2 | 1 | 3 | i | i | i | -7 | i |
| O=C(c1ccc(Cl)c(S(=O)(=O)Nc2ccccc2C(=O)N2CCc3ccccc3C2)c1)N1CCc2ccccc2C1 | 3 | i | i | 0 | -2 | -8 | i | i | x | -19 | i |
| Cc1ccc(C(=O)N2CCN=C2SCc2ccc([N+](=O)[O-])cc2)cc1C | -1 | i | i | 4 | 2 | -2 | i | i | i | -6 | i |

Printed as active in GSK3A inh (from the list above):
Compound,HDAC3 inh,KCNQ1 act,KCNK3 block,GSK3A inh,GSK3beta inhib,DYRK1A inh,KCNK9 block,KCNQ1 inh,PolyA inh
CC(C)CC(=O)Nc1ncc([N+](=O)[O-])s1,u,i,i,80*,-1,14,i,i,i

Following part.
| structure | HDAC3 inh | KCNQ1 act | KCNK3 block | GSK3A inh | GSK3beta inhib | DYRK1A inh | KCNK9 block | KCNQ1 inh | PolyA inh | hERG rescue | RGS4 pot |
| --- | --- | --- | --- | --- | --- | --- | --- | --- | --- | --- | --- |
| O=C(OC1CCOC1=O)c1ccc2ncsc2c1 (centres undefined) | 8 | i | i | x | -3 | 5 | i | i | i | 0 | i |
| O=C(CSc1ccc(-c2cccnc2)nn1)Nc1ccc(F)cc1 | 1 | i | i | 0 | -1 | -8 | i | i | i | -2 | i |
| COc1cc2c(cc1/C=C/C(=O)O)OC(C)C2 (centres undefined) | -55 | i | i | -3 | 2 | 5 | i | i | i | 0 | i |
| Cc1nc2ccccc2c(=O)n1NC(=O)c1ccc(C(C)(C)C)cc1 | -2 | i | i | 0 | 1 | -1 | i | i | i | -1 | i |
| O=[N+]([O-])c1ccc(NCc2ccc3c(c2)OCO3)cc1 | 2 | i | i | 0 | -1 | -1 | i | i | i | -8 | i |
| CCNc1nc2cccnc2s1 | 0 | i | i | 2 | 5 | -4 | i | i | i | -7 | i |
| Brc1ccc(-c2nnc(-c3ccccc3)o2)o1 | -14 | i | i | 1 | -3 | 6 | i | i | i | -15 | i |
| CCOc1ccc(-c2nnc3ccc(SCC(=O)N4CCCCC4)nn23)cc1 | 3 | i | i | -3 | 1 | -1 | i | i | i | -11 | i |
| O=C(CCC1CCCCC1)Nc1ccccc1-c1ccccc1 | 5 | i | i | -2 | -2 | -9 | i | i | i | -4 | i |
| Cc1ccc(-c2cc(C(=O)NN)n[nH]2)o1 | -1 | i | i | 4 | -2 | x | i | i | i | -4 | i |
| Cc1c(C(=O)N2CCC(C)CC2)cccc1[N+](=O)[O-] | -3 | i | i | -2 | 2 | -3 | i | i | i | 0 | i |
| CN1CCN(c2nc3c(c(=O)n(C)c(=O)n3C)n2CC(N)=O)CC1 | 4 | i | i | 0 | -1 | -6 | i | i | i | -10 | i |

Reformatted with values under each structure: part of the list above.
Under each structure – HDAC3 inh | KCNQ1 act | KCNK3 block | GSK3A inh | GSK3beta inhib | DYRK1A inh | KCNK9 block | KCNQ1 inh | PolyA inh | hERG rescue | RGS4 pot
CCOc1ccc(-c2nnc3ccc(SCC(=O)N4CCCCC4)nn23)cc1
    3 | i | i | -3 | 1 | -1 | i | i | i | -11 | i
O=C(CCC1CCCCC1)Nc1ccccc1-c1ccccc1
    5 | i | i | -2 | -2 | -9 | i | i | i | -4 | i
Cc1ccc(-c2cc(C(=O)NN)n[nH]2)o1
    -1 | i | i | 4 | -2 | x | i | i | i | -4 | i
Cc1c(C(=O)N2CCC(C)CC2)cccc1[N+](=O)[O-]
    -3 | i | i | -2 | 2 | -3 | i | i | i | 0 | i
CN1CCN(c2nc3c(c(=O)n(C)c(=O)n3C)n2CC(N)=O)CC1
    4 | i | i | 0 | -1 | -6 | i | i | i | -10 | i

Not all compounds are listed; the hit share may differ from the screen's.
